Screening data from PubChem.
EP2 mod = modulators of human EP2 prostaglandin E2 receptor | induction, % at 25 µM | P43116 | 260,000 compounds, 0.83% hits | EP2-expressing cells, cAMP HTRF FRET, PGE2 co-stimulation;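 active means compounds whose cAMP rise, as percent of the full-agonist control response, exceeds 60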;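 further: rat C6 glioma line stably carrying human EP2 under a CMV promoter; the protocol text gives 20 µM as final concentration; 100% = response of wells given 1 µM PGE2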
NPY Y1 blocker = antagonists of human neuropeptide Y receptor Y1. P25929. HEK293-CNG Y1 cells, membrane potential fluorescence; NPY at EC95, then isoproterenol. inhibition, % at 3.6 µM. 200,000 compounds, 1% hits. AID 1040;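 active means inhibition above the campaign mean inhibition of all tested compounds plus 3 SD, cut at about 20% in these data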;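 further: 0% = DMSO wells given NPY plus isoproterenol and 100% = isoproterenol alone without NPY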
Target sequence (P25929 whole entry, looked up): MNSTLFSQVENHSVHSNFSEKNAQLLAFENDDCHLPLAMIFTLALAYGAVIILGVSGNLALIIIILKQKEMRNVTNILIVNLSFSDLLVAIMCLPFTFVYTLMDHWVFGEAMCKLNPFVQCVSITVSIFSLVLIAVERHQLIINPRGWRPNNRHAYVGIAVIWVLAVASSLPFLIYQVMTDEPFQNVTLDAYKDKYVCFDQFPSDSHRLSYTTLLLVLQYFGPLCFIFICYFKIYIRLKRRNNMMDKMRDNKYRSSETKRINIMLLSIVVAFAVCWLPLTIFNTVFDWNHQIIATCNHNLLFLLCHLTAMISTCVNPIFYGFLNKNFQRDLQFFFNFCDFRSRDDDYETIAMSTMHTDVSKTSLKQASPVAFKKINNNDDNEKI
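Material: Y1- and CNG-channel-expressing HEK293 cells / Probe or stimulus: NPY 25 nM then isoproterenol 1 µM plus Ro 20-1724 25 µM / Doses: 3.6 µM single dose, DMSO 0.4% / Schedule: compound incubation 1 h at room temperature, readout 45 min post-stimulation / Signal: membrane potential fluorescence / Benchmarks: isoproterenol-only wells as full block versus NPY-plus-isoproterenol wells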
S1P4 antag = blocks the human S1P4 receptor; O95977; S1P4-expressing cells, antagonist mode, reporter read-out; inhibition, % at 4.98 µM; 220,000 compounds, 0.26% hits; in the data active means inhibition above about 29%;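 further: 0% = wells stimulated with agonist and 100% = vehicle wells without agonist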
NPY-Y1 PAM-ag = potentiators or agonists of human neuropeptide Y receptor Y1. NPY-Y1 expressing cells, potentiator/agonist activation. activation, % at 3.6 µM. 220,000 compounds, 0.37% hits. P25929; in the data active means activation above about 33%, passing the limit was not always enough;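 further: cells stimulated with NPY at EC10 then isoproterenol at EC100; 0% = low agonist plus stimulus and 100% = saturating agonist plus stimulus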
p97 ATPase inh = blocks human p97 ATPase activity; P55072; recombinant p97 ATPase, Kinase-Glo ATP luminescence, 3 h; inhibition, % at 8 µM; 220,000 compounds, 0.42% hits; in the data active means inhibition above about 15%;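 further: 0% = DMSO vehicle and 100% = wells lacking enzyme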
S1P4 ag = activates the human S1P4 receptor; O95977; 220,000 compounds, 0.35% hits; S1P4-expressing cell line, agonist reporter assay; AID 1509; activation, % at 4.98 µM; in the data active means activation above about 11%;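 further: 0% = DMSO vehicle and 100% = reference agonist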
NPY2 pot ag = human NPY-Y2 potentiation or agonism, primary screen. P49146. cells expressing NPY-Y2, potentiator/agonist read-out. activation, % at 3.6 µM. 220,000 compounds, 0.45% hits. AID 1359; in the data active means activation above about 27%;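 further: cells stimulated with NPY near EC25 plus isoproterenol at EC100; 0% = vehicle plus submaximal agonist and 100% = vehicle plus saturating agonist; some results beyond the cut were filed as inactive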
Target sequence (P49146 whole entry, looked up): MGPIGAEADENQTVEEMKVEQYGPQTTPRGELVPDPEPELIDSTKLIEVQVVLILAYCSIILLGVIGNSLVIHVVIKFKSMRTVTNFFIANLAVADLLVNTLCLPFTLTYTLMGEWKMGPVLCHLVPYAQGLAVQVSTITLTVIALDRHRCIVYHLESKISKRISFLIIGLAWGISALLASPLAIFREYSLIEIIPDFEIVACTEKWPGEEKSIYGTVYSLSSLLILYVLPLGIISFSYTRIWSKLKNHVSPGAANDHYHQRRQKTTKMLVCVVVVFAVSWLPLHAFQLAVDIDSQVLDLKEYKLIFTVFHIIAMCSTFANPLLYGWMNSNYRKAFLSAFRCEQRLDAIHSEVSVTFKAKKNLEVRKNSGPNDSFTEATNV
EP2 antag = inhibitors of human EP2 prostaglandin E2 receptor | P43116 | C6 glioma cells expressing human EP2, cAMP TR-FRET; cells stimulated with saturating PGE2 | inhibition, % at 25 µM | 260,000 compounds, 0.52% hits | AID 1422;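 active means percent inhibition above 40 after rounding to a whole number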;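 further: rat C6 glioma host cells with rolipram phosphodiesterase inhibitor present; the protocol text gives 20 µM as final concentration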
eIF4E 4G PPI = inhibitors of eIF4E and eIF4G interaction in translation initiation. P63073+Q04637. TR-FRET eIF4E-eIF4GI(517-606) binding, 2 h. inhibition, % at 21.7 µM. 220,000 compounds, 0.37% hits. AID 782;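 active means inhibition above about 30%, limit read from the data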;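 further: 0% = full FRET control wells and 100% = background wells lacking eIF4GI fragment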
The depositor's hits bear a star; / = not tested or not shown; & = joins results of further samples; [ ] = remark or other dose. This is a subset. The share of hits here may be higher or lower than overall.

SMILES	EP2 mod	NPY Y1 blocker	S1P4 antag	NPY-Y1 PAM-ag	p97 ATPase inh	S1P4 ag	NPY2 pot ag	EP2 antag	eIF4E 4G PPI
CCNS(=O)(=O)c1ccc(NC(=O)c2cccnc2)cc1	33.6	0.8	-27.6	7.3	1.8	0.7	-0.1	8.3	3.8
Cc1ccc(S(=O)(=O)N(CC(=O)Nc2ccccc2C(=O)O)c2ccc(Cl)cc2)cc1	-16.8	4.0	-15.3	44.2*	2.5	1.8	3.3	6.4	-0.4
NNC(=S)Nc1ccc(Cl)cc1	-11.0	2.4	-5.0	-12.3	-0.1	-0.3	-14.3	6.5	7.8
O=C(CCc1ccc(S(=O)(=O)N2CCOCC2)cc1)N/N=C/c1cccc(O)c1	14.7	-1.4	-13.9	29.4	4.6	1.3	-1.3	6.1	20.1
COc1ccc(-c2nc(CN(CC3CCC(=O)N3)C(C)C)c(C)o2)c(C)c1C (stereo not given)	-33.8	1.0	-20.1	-2.8	-10.8	-1.8	-7.2	8.2	1.2
O=c1oc2ccccc2n1Cc1ccccc1Cl	38.8	3.0	-2.7	-8.4	-6.5	0.4	-27.3	10.9	-1.6
O=C(Nc1ncccc1Cl)c1cccc(F)c1	14.5	-0.1	1.9	13.3	2.1	-1.1	12.2	12.1	2.0[fluorescence artefact?]
COC(=O)[C@@H]1CCCN1Cc1nc(Cc2ccc(OC)c(OC)c2)no1	30.1	3.6	-18.0	0.0	2.1	-0.4	-3.7	12.3	2.5
CC(=O)Nc1ccc(/C(C)=N/NC(=O)c2ccc(F)cc2)cc1	12.2	-7.1	-7.0	4.1	0.1	1.3	13.4	8.6	-5.5
CCOC(=O)C(=O)N/N=C/c1cccc(Br)c1	4.6	/	1.2	1.5	5.4	0.0	-15.9	8.3	1.2
CCOC(=O)c1sc(NC(=O)c2ccc(S(=O)(=O)N(C)C)cc2)nc1C	21.3	-5.3	-14.3	-0.9	5.8	2.6	6.5	9.5	2.3
CCC(=O)NC1(Cc2ccc(O)cc2)CCCCC1	7.8	-1.8	-16.0	14.9	2.3	-1.4	-6.0	5.8	4.0
Cc1cc(C(=O)Nc2ccccc2N2CCOCC2)c2ccccc2n1	4.6	1.0	12.5	-5.6	-1.2	-3.1	2.1	16.7	0.8
O=C(Cn1cnc2ccccc21)N1CCc2ccccc21	8.2	-1.2	-16.1	-3.0	-0.2	2.0	4.0	4.8	-2.5
O=C(c1cccc(S(=O)(=O)N2CCOCC2)c1)N(CCO)Cc1ccccc1	5.7	-0.3	-9.0	-6.9	2.5	-0.3	-3.3	7.4	4.0
COc1ccccc1/C=C/CN1CCN(c2ccccc2)CC1	-8.6	5.5	12.9	-53.8	-2.6	-2.4	-9.4	7.9	-1.3
CCc1cc2c(SCC(=O)Nc3cc(C)on3)ncnc2s1	11.7	10.6	8.9	-17.6	-10.0	0.0	-2.0	10.4	-2.4
CCc1nc2sc3c(c2c(=O)n1N)CC(C)(C)OC3	10.9	-1.7	1.0	7.3	5.8	-1.0	14.5	8.0	-1.1
O=C(Cc1ccccc1)N/N=C/c1ccc(S(=O)(=O)O)o1	9.3	/	-5.6	7.2	9.4	-1.8	21.5	5.8	-2.0
O=C1c2cccc3cccc(c23)C(=O)N1CC1CCCO1 (stereo not given)	-1.0	0.3	-4.5	-9.9	-0.5	0.8	-18.2	8.8	-1.3
CCN(CC(=O)Nc1ccccc1OC)C(=O)C1CC2C=CC1C2 (stereo not given)	-7.3	3.6	-4.0	0.0	-1.2	-0.8	6.5	8.3	-3.7
COCCCNC(=O)C1CCN(c2nc(C)cc(C)n2)CC1	-2.6&-35.7	-2.6	-9.6	-16.6	3.8	0.8	3.8	3.0&6.4	0.8
CCOC(=O)C1(CCCc2ccccc2)CCN(C(=O)CCOC)CC1	-9.7	2.7	-2.8	-18.8	-3.5	0.5	-3.6	4.2	2.1
CC(=O)N/N=C(\C)CC(=O)Nc1cccc2c1CCCC2	14.8	0.2	6.6	5.6	-4.3	0.8	-12.3	5.2	3.1
Cc1cc(C)c2cc(C(O)c3nnnn3Cc3ccccc3)c(=O)[nH]c2c1 (stereo not given)	0.6	1.2	2.4	4.4	2.9	1.6	-1.0	4.1	1.3
Following part
SMILES	EP2 mod	NPY Y1 blocker	S1P4 antag	NPY-Y1 PAM-ag	p97 ATPase inh	S1P4 ag	NPY2 pot ag	EP2 antag	eIF4E 4G PPI
COCCOc1cc(NC(=O)c2ccccc2)c(Cl)cc1Cl	-22.0	1.2	-16.9	-2.1	6.5	-1.4	-21.0	5.7	1.2
CCOc1ccc(-c2nc(CN(Cc3ccccc3)C[C@@H]3CCC(=O)N3)c(C)o2)cc1	3.2	7.0	-13.6	-12.9	-5.7	0.4	1.7	4.2	-1.3
CCOC(=O)C1=C(C)NC(=S)NC1c1cccs1 (stereo not given)	-10.7	1.0	-7.9	-11.2	7.9	-0.5	1.4	4.0	3.8[fluorescence artefact?]
O=C(Cc1ccc([N+](=O)[O-])cc1)Nc1ccc2c(c1)C(=O)NC2=O	-37.6	-3.0	4.4	3.1	7.2	0.2	-5.1	15.2	0.1
CSc1ccc(NC(=O)NCCN2CCc3ccccc3C2)cc1	-41.9	2.4	-1.6	3.7	-0.3	-2.3	-7.6	3.5	9.7
Cc1ccc(S(=O)(=O)Nc2ccc(N3CCN(C)CC3)nc2)cc1	16.1	5.2	-13.9	13.3	4.2	-1.8	11.6	5.0	-0.1
Cc1cccc(N2CCN(C(=O)c3ccc4nc(-c5ccco5)c(-c5ccco5)nc4c3)CC2C)c1 (stereo not given)	7.4	7.1	-14.8	6.6	1.3	-0.5	-21.9	4.7	-9.1[fluorescence artefact?]
Cc1cc(Nc2cccc(Cl)c2)n2ncnc2n1	8.2	3.8	-0.5	-5.7	3.0	2.4	3.5	7.7	-0.1[fluorescence artefact?]
O=C1CS/C(=N\C(=O)N2c3ccccc3Sc3ccccc32)N1	-8.2	2.3	-0.1	9.4	5.9	-0.6	9.9	15.3	0.7
Cc1c(CCO)c(=O)n(-c2ccccc2)n1S(=O)(=O)c1c(Cl)cc(Cl)cc1Cl	23.3	-5.5	-3.7	-3.2	-0.5	-1.6	6.0	11.2	3.2
Cn1c(=O)n(CC(=O)Nc2ccccc2)c2ccccc21	-1.0	-5.9	1.1	15.4	2.8	0.6	-0.7	-0.2	3.0
CC(=O)c1sc(NC(=O)c2cc(=O)c3ccccc3o2)nc1C	-4.4	-2.6	0.1	10.7	4.8	-2.1	16.1	4.3	0.7
CCOC(=O)c1cc(NC(=O)c2cnccn2)cc(C(=O)OCC)c1	7.3	-4.2	-5.4	-7.7	-2.5	-3.7	-16.6	1.3	-4.3
Cc1ccc(NC(=O)c2cc(=O)n(Cc3ccccc3)c(=O)[nH]2)cc1C	-7.6	-5.0	-13.6	-4.3	-4.8	-0.5	3.6	1.9	-1.9
O=C(CC(CC(=O)c1ccc(Br)cc1)c1cccnc1)c1ccc(Br)cc1	31.7	/	-21.1	10.5	-0.4	0.4	0.7	3.3	-1.8
COc1ccc(-c2[nH]ncc2-c2nc(C)cs2)c(O)c1	-5.3	0.4	2.0	3.5	0.2	1.6	3.2	3.5	1.5
CCOc1cc(C2C(C#N)=C(N)Oc3n[nH]c(CC)c32)ccc1OCCN1CCOCC1 (stereo not given)	17.3	0.1	-7.3	4.7	4.2	1.4	6.0	14.0	-3.7
COc1ccc(/C=C/C(=O)Nn2cnnc2)cc1	20.0	5.3	0.2	9.7	2.7	0.1	11.0	3.4	0.3[fluorescence artefact?]
O=c1[nH]nc(Cc2ccc(-c3ccc(Cl)cc3)o2)c2ccccc12	6.5	6.1	-10.7	0.6	-8.0	2.2	0.7	11.0	-17.3
C/C(=N\NC(=O)c1ccc(N/N=C(\C)c2ccncc2)cc1)c1ccncc1	-18.6	-2.2	-1.9	1.3	7.7	-1.6	4.2	7.5	3.0
CCn1c(CNC(=O)c2ccc(OC)c(OC)c2)nnc1SCC(=O)c1ccc(OC)cc1	10.3	2.8	-1.3	-6.5	1.6	-1.8	9.4	12.7	1.2
Cc1nc(CNS(=O)(=O)c2cccnc2)cs1	-1.3	-2.5	-13.7	-15.3	-2.4	2.3	-9.3	3.5	-7.9[fluorescence artefact?]
CCOC(=O)C1CCN(S(=O)(=O)c2c(C)n(C)c(=O)n(C)c2=O)CC1	-2.8	0.9	-14.0	1.9	-6.3	-1.4	-19.2	10.2	0.7
CC1CN(C2=NC(=O)/C(=C/c3ccncc3)S2)CC(C)O1 (stereo not given)	6.6	/	-6.3	3.8	6.5	0.9	-13.8	13.1	-0.5
C=CCNC(=S)Nc1cc(C)ccn1	-37.0&5.3	0.2	-6.9	-12.0	1.6	-0.8	-10.0	7.1&2.5	-1.1

4 entries from above, field by field:
structure: CCc1nc2sc3c(c2c(=O)n1N)CC(C)(C)OC3
- EP2 mod: 10.9
- NPY Y1 blocker: -1.7
- S1P4 antag: 1.0
- NPY-Y1 PAM-ag: 7.3
- p97 ATPase inh: 5.8
- S1P4 ag: -1.0
- NPY2 pot ag: 14.5
- EP2 antag: 8.0
- eIF4E 4G PPI: -1.1

structure: Cc1cc(Nc2cccc(Cl)c2)n2ncnc2n1
- EP2 mod: 8.2
- NPY Y1 blocker: 3.8
- S1P4 antag: -0.5
- NPY-Y1 PAM-ag: -5.7
- p97 ATPase inh: 3.0
- S1P4 ag: 2.4
- NPY2 pot ag: 3.5
- EP2 antag: 7.7
- eIF4E 4G PPI: -0.1[fluorescence artefact?]

structure: CCOC(=O)C1(CCCc2ccccc2)CCN(C(=O)CCOC)CC1
- EP2 mod: -9.7
- NPY Y1 blocker: 2.7
- S1P4 antag: -2.8
- NPY-Y1 PAM-ag: -18.8
- p97 ATPase inh: -3.5
- S1P4 ag: 0.5
- NPY2 pot ag: -3.6
- EP2 antag: 4.2
- eIF4E 4G PPI: 2.1

structure: C/C(=N\NC(=O)c1ccc(N/N=C(\C)c2ccncc2)cc1)c1ccncc1
- EP2 mod: -18.6
- NPY Y1 blocker: -2.2
- S1P4 antag: -1.9
- NPY-Y1 PAM-ag: 1.3
- p97 ATPase inh: 7.7
- S1P4 ag: -1.6
- NPY2 pot ag: 4.2
- EP2 antag: 7.5
- eIF4E 4G PPI: 3.0

(more compounds)
SMILES	EP2 mod	NPY Y1 blocker	S1P4 antag	NPY-Y1 PAM-ag	p97 ATPase inh	S1P4 ag	NPY2 pot ag	EP2 antag	eIF4E 4G PPI
COc1ccc(S(=O)(=O)NCC(c2cccnc2)N2CCN(c3ccc(F)cc3)CC2)cc1C (stereo not given)	13.1	7.3	-20.9	-54.6	0.1	0.6	-12.1	11.1	6.2
Cc1cc(NC(=O)c2ccoc2C)no1	19.9	10.3	-25.0	-13.6	-2.1	-1.8	2.0	9.3	1.1
CC1CCN(C(=O)Cn2cc3c(n2)CCCC3)CC1	27.2	-1.8	-21.1	-5.2	4.5	0.9	1.6	10.8	0.8
COc1ccc(-c2nc(-c3cccs3)no2)cc1	0.8	/	-2.2	8.3	-2.3	0.7	-5.2	7.4	-1.3
Cc1ccc(CN2CCN(CCC(C)C)C(CCO)C2)s1 (stereo not given)	-11.2	0.8	1.8	12.5	1.9	0.7	7.3	8.1	-0.2
Cc1cc(C)n2cc(CSc3ccccn3)nc2n1	-10.4	-4.2	-14.5	4.4	-2.2	0.7	-3.8	3.8	2.6
CCOC(=O)/C(C#N)=C/c1cc2ccccc2nc1N1CCOCC1	25.2	-6.0	-17.0	5.2	-0.4	5.1	7.6	7.7	-4.7[fluorescence artefact?]
